Source: PubChem BioAssay
ATG4B inh: ATG4B (human) cysteine protease inhibition. Q9Y4P1. ATG4B cleavage of LC3-PLA2, NBD-HPC fluorescence, 1 h. inhibition, % at 8.33 µM. 340,000 compounds, 0.51% hits; in the data active means inhibition above about 40%
Target sequence (Q9Y4P1 whole entry, looked up): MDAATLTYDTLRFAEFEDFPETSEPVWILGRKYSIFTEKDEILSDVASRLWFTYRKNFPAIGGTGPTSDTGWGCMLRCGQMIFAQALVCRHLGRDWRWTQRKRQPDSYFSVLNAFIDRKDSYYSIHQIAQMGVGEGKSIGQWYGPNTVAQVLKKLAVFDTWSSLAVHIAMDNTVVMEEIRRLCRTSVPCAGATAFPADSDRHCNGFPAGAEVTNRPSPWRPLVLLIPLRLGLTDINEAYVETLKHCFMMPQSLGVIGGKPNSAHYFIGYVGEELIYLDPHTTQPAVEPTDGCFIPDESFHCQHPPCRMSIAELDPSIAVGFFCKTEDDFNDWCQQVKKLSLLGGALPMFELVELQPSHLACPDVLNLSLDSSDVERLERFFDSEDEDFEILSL
SENP8 inh: blocks human SENP8 cleavage of Nedd8 substrate; Q96LD8; recombinant SENP8, Nedd8 substrate fluorescence; inhibition, % at 20 µM; 360,000 compounds, 0.64% hits; in the data active means inhibition mostly above about 40%, no sharp cut-off; inactive means mostly below about 27%
SENP7 inh: inhibitors of human SENP7 protease | Q9BQF6 | recombinant SENP7, Z-RLRGG-aminoluciferin luminescence, 40 min | inhibition, % at 5 µM | 330,000 compounds, 1.5% hits;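 active means inhibition above about 50% at the single test dose, limit read from the data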;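 further: plate controls were DMSO with enzyme for no effect and no enzyme buffer wells for full effect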
HKDC1 inh: HKDC1 (human) hexokinase inhibition; AID 493160; inhibition, % at 20 µM; recombinant HKDC1, G6PDH/diaphorase resazurin coupled fluorescence; 340,000 compounds, 0.16% hits;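 active means inhibition above about 35% when tested at 20 µM, limit read from the data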;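 further: plate controls were DMSO wells with enzyme for no effect and DMSO wells lacking enzyme for full effect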
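Incubation: 90 min at room temperature in dark / Material: recombinant HKDC1 (HK5) hexokinase enzyme, produced in-house / Quantity: enzyme 5 µg/mL final / Compound: one dose of 20 µM, 1% DMSO / Reagent: glucose and ATP substrates / Buffer or medium: Tris pH 8.0 buffer with MgCl2, Tween-20, BSA, BME / Technique: resorufin fluorescence at 613 nm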
PfGluPho inh: PfG6PD (Plasmodium falciparum) enzyme inhibition | AID 504690 | PfGluPho enzyme, NADPH resazurin-diaphorase fluorescence | inhibition, % at 20 µM | 350,000 compounds, 0.78% hits;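 active means inhibition reaching at least a set limit at 20 µM in the primary screen, cut at about 59% in these data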;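 further: 0% = DMSO wells with substrate and 100% = DMSO wells lacking glucose-6-phosphate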
NR3A LBD binder: NR3A (human) ligand-binding domain modulation; NR3A LBD differential scanning fluorimetry, Tm shift; 0% = protein alone, 100% = glycine-bound protein; Tm shift relative to glycine control, % at 25 µM; 340,000 compounds, 2.5% hits; AID 1259313;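 active means melting temperature shift of at least 10% of the positive control shift, at one fixed dose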
MPTP block: inhibitors of mitochondrial permeability transition pore. isolated mouse mitochondria, Ca2+ swelling absorbance, 30 min. inhibition, % at 10 µM. 360,000 compounds, 1.4% hits. AID 602449;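 active means inhibition of 50% or more, scaled per plate between neutral and stimulator controls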;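 further: 0% = DMSO wells given calcium and 100% = 1 mM EGTA wells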
SENP6 block: inhibitors of human SENP6 protease; Recombinant SENP6 catalytic domain, aminoluciferin luminescence; inhibition, % at 10 µM; Q9GZR1; AID 2599; 330,000 compounds, 1.8% hits;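 active means inhibition above about 50% at the single tested dose, limit read from the data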;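 further: plate controls were DMSO wells with enzyme for no effect and DMSO wells lacking enzyme for full effect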
Target sequence (Q9GZR1 628-1112 limits assumed): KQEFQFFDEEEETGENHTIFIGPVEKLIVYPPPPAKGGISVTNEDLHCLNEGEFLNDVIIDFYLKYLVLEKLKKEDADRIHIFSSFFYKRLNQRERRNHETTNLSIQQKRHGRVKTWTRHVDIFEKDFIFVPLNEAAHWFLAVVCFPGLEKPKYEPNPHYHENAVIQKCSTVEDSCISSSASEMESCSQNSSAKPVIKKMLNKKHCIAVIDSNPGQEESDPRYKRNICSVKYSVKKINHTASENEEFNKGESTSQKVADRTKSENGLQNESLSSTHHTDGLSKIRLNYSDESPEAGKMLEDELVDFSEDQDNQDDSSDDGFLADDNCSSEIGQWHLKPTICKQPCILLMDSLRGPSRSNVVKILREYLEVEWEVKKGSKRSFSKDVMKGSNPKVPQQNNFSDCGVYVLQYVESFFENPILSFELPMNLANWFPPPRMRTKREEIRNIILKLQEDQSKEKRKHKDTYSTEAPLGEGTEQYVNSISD
Active calls of the source: *; x = not tested or not shown.

Sample of the layout (five entries):
SMILES	ATG4B inh	SENP8 inh	SENP7 inh	HKDC1 inh	PfGluPho inh	NR3A LBD binder	MPTP block	SENP6 block
CC1C(c2ccccc2)C(C#N)(C#N)C2(C#N)C(=O)NC1(N)C2C (stereo unspecified)	-8	4	0	-5	-4	0	0.9	2
O=C(CSc1nnc(C2CC2)n1C1CC1)Nc1cccc(Br)c1	-9	1	3	3	13	-3	-0.5	-15
Cc1ccc2nc(C)c(C(=O)N/N=C/c3cccs3)cc2c1	-5	7	-6	-7	6	-1	-0.8	-18
CCOC(=O)N1CCC2(CC1)C(C(=O)C13CC4CC(CC(C4)C1)C3)C2(C#N)C#N (stereo unspecified)	-6	0	10	1	-1	-2	3.1	-6
Cc1cc(C)n2nc(S(=O)(=O)Nc3c(Cl)cccc3Cl)nc2n1	7	9	3	-11	-34	-3	-0.6	3

Results, previewed entries included:
SMILES	ATG4B inh	SENP8 inh	SENP7 inh	HKDC1 inh	PfGluPho inh	NR3A LBD binder	MPTP block	SENP6 block
CC1C(c2ccccc2)C(C#N)(C#N)C2(C#N)C(=O)NC1(N)C2C (stereo unspecified)	-8	4	0	-5	-4	0	0.9	2
O=C(CSc1nnc(C2CC2)n1C1CC1)Nc1cccc(Br)c1	-9	1	3	3	13	-3	-0.5	-15
Cc1ccc2nc(C)c(C(=O)N/N=C/c3cccs3)cc2c1	-5	7	-6	-7	6	-1	-0.8	-18
CCOC(=O)N1CCC2(CC1)C(C(=O)C13CC4CC(CC(C4)C1)C3)C2(C#N)C#N (stereo unspecified)	-6	0	10	1	-1	-2	3.1	-6
Cc1cc(C)n2nc(S(=O)(=O)Nc3c(Cl)cccc3Cl)nc2n1	7	9	3	-11	-34	-3	-0.6	3
COCc1c(C(=O)N/N=C(/C)c2ccc(OCc3ccccc3)cc2)nnn1-c1nonc1N	7	-235	7	-7	-1	-7	0.8	-6
COc1ccc(C2=NS(=O)(=O)N(C)C(C(=O)Nc3cc(C)ccc3O)=C2)cc1OC	-8	17	-10	3	11	-4	2.4	-2
O=C(NC(=S)NCc1ccccc1)c1ccccc1F	27	7	6	3	-14	3	0.1	0
CCCC(=O)Nc1ccc2oc(-c3ccc(OC)c(Br)c3)nc2c1	-3	-274	51*	-6	-2	2	12	21
Cc1c(CCC(=O)NCCC(=O)O)c(=O)oc2cc3occ(-c4ccccc4)c3cc12	-5	-206	-1	8	2	-1	1.4	-7
O=C(Nc1ccccc1-c1nc2ccccc2s1)c1cccnc1	1	-172	-4	-1	3	1	-10	-7
Cc1ccc(C(=O)c2cn[nH]c2-c2cc(Cl)ccc2O)cc1	-18	9	-1	0	19	-4	13	-23
CCOc1ccc(S(=O)(=O)NCc2ccccc2OC)cc1	4	16	-12	8	-3	0	-2.8	-13
Cc1ccc(-n2c3c(c(=O)[nH]c2=S)C(C(F)(F)F)(C(F)(F)F)NC(=O)N3)cc1	-1	16	-2	-5	-24	4	0.8	-6
C[C@@H]1CCC2[C@](C)(CO)[C@@H](O)CC[C@]2(C)[C@@]12CCC(CO)(CCO)O2 (stereo partly specified)	-2	20	6	-1	-4	0	-1.2	-11
O=S(=O)(NCc1ccc(Cl)cc1Cl)c1cccs1	-4	8	1	0	6	2	-0.7	-15
CCOc1[nH]n(-c2ccccc2)c(=O)c1C=Nc1ccc(F)cc1F	-4	18	10	12	6	0	3.5	0
N#Cc1nc(-c2ccccc2)oc1NCc1ccco1	-2	-390	-5	-1	6	0	0.9	-12
CC(=O)Nc1nnc(SCC(=O)N2CCc3ccccc32)s1	-11	1	3	-8	7	0	0.5	0
COc1ccc(NC(=O)CCNS(=O)(=O)c2ccc3[nH]c(=O)oc3c2)cc1Cl	-6	9	0	-2	-16	-7	-0.6	12
CCn1c2ccc(F)cc2c2nc3ccccc3nc21	-6	-291	5	0	36	4	1.1	6
CCN(CC)CCCN(C(=O)c1ccccc1C)c1nc(-c2ccc(OC)cc2)cs1	4	6	1	-5	2	1	0.8	5
CCOC(=O)C1CCCN(C(=O)c2cc(S(=O)(=O)N3CCCCC3)c[nH]2)C1 (stereo unspecified)	-8	7	-7	-5	6	-1	-2.2	-1
CC(=O)NC(C)c1cc(F)c2cccnc2c1O (stereo unspecified)	-8	8	-5	7	18	1	-0.7	-6
Cc1[nH]c(=O)[nH]c(=O)c1S(=O)(=O)Nc1ccc(Cl)c([N+](=O)[O-])c1	8	15	5	-4	-14	0	-1.3	10

Remaining list, next part.
SMILES	ATG4B inh	SENP8 inh	SENP7 inh	HKDC1 inh	PfGluPho inh	NR3A LBD binder	MPTP block	SENP6 block
N#CC(C(=O)NC1CC1)c1nc2ccccc2nc1N1CCN(C/C=C/c2ccccc2)CC1 (stereo unspecified)	13	-73	3	4	0	-31	1.8	-6
Cc1cc(OCCCC(=O)NCCN2C(=O)S/C(=C\c3cccnc3)C2=O)ccc1Cl	-6	11	6	3	30	3	84*	-12
Cc1ccsc1C(=O)NNC(=O)CCN1CCN(c2ccccc2)CC1	0	20	-8	-8	-7	0	-0.2	-10
CCCn1c(/N=C/c2cc(OC)ccc2O)nc2ccccc21	-5	-66	-8	5	1	3	-2.1	-2
COC(=O)C1=C(C)N=C2SCCC(=O)N2C1c1cc(Br)ccc1OC (stereo unspecified)	-4	3	3	-18	-28	1	-1.3	-6
Cc1nc2ccccc2c2oc(C(=O)N3CCc4ccccc4C3)cc12	8	13	2	3	-2	-1	-0.6	1
COC(=O)c1c(NC(=O)CN2C(=O)NC3(CCc4ccccc4C3)C2=O)sc2c1CCCCC2 (stereo unspecified)	7	0	7	-10	7	1	3.4	1
COc1ccccc1CNS(=O)(=O)c1cc(C(=O)N(C)Cc2cccnc2)c(Cl)cc1Cl	-11	-3	x	0	-6	2	0.8	x
CCOc1cccc(CN2CCN(CCc3ccccc3)C(CCO)C2)c1O (stereo unspecified)	0	6	1	-4	-17	0	-0.3	-8
CC(C)(C)NC(=O)CN(Cc1cccs1)C(=O)CN1C(=O)C(=O)c2ccccc21	-5	6	-5	-4	-9	2	-1.9	-19
CS(=O)(=O)c1ccc(C(=O)OC2CCOC2=O)cc1[N+](=O)[O-] (stereo unspecified)	-10	8	-5	2	4	1	2.0	-8
COc1ccc(S(=O)(=O)NCCSCc2ccco2)cc1OC	-10	13	-2	10	0	1	1.4	-6
COc1ccccc1N1CCN(Cc2cc3c(cc2O)OCO3)CC1	-13	11	2	6	44	-2	-0.2	-7
COc1ccc(OCC2c3cc(OC)c(OC)cc3CCN2C(=O)C(C)C)cc1 (stereo unspecified)	-9	6	x	0	-3	1	-0.7	x
O=C(CSc1ccc2nnc(-c3cccnc3)n2n1)Nc1ccccc1C(F)(F)F	-5	-148	3	-3	11	-1	-0.9	-12
CCC1(c2ccc(F)cc2)NC(=O)N(CC(=O)N2CCN(S(=O)(=O)c3ccc(C)cc3)CC2)C1=O (stereo unspecified)	-4	9	7	3	-22	0	-0.9	-22
COc1ccc(OC(=O)c2cc3cc(Cl)ccc3oc2=O)cc1	2	2	-10	-8	-3	0	-0.2	5
CC1=C(C#N)C(Nc2cc(C)ccn2)(C(F)(F)F)C(=O)N1 (stereo unspecified)	-1	12	-10	-8	-4	-3	0.6	2
COc1ccccc1C(=O)Nc1ccc(C)c(S(=O)(=O)N2CCCCC2)c1	1	5	-5	0	15	-3	-0.6	7
COc1ccc(NC(=O)CN2CCN(C(=O)c3ccco3)CC2)c(OC)c1	-9	3	9	0	-4	-1	-1.2	-12
COc1ccc(NC(=S)N2CCN(Cc3cccc(F)c3)CC2)c(OC)c1	-11	14	2	-4	-7	-1	-1.3	-11
CC1CC(C)CN(S(=O)(=O)c2ccc3c(c2)CC(C)N3C(=O)C2CC2)C1 (stereo unspecified)	3	0	-15	-2	2	3	0.0	-3
CC(=O)c1cccc(N2C(=O)C3C(C(=O)Nc4cc(C)on4)C4(C)C=CC3(O4)C2C(=O)NC(C)(C)C)c1 (stereo unspecified)	-20	5	5	-5	1	-1	-1.7	0
Cc1ccc(C(=O)NCc2occc2C(=O)O)o1	-10	3	2	1	1	0	2.1	4
CCOc1ccc(NC(=O)CN(C)C(=O)c2ccc(OCC3CCCO3)cc2)cc1OCC (stereo unspecified)	16	-8	6	-6	4	-4	-0.1	1

One compound at a time, from the list above. Screens in order: ATG4B inh | SENP8 inh | SENP7 inh | HKDC1 inh | PfGluPho inh | NR3A LBD binder | MPTP block | SENP6 block
Listed for `CC(=O)Nc1nnc(SCC(=O)N2CCc3ccccc32)s1` : -11 | 1 | 3 | -8 | 7 | 0 | 0.5 | 0
Listed for `Cc1nc2ccccc2c2oc(C(=O)N3CCc4ccccc4C3)cc12` : 8 | 13 | 2 | 3 | -2 | -1 | -0.6 | 1
Listed for `COc1ccc(C2=NS(=O)(=O)N(C)C(C(=O)Nc3cc(C)ccc3O)=C2)cc1OC` : -8 | 17 | -10 | 3 | 11 | -4 | 2.4 | -2

(listing goes on)
SMILES	ATG4B inh	SENP8 inh	SENP7 inh	HKDC1 inh	PfGluPho inh	NR3A LBD binder	MPTP block	SENP6 block
COc1ccc(N2C(=O)C3C4c5ccccc5C(C=Nc5ccc(C)cc5C)(c5ccccc54)C3C2=O)cc1 (stereo unspecified)	-11	2	-4	8	29	6	1.0	-11
C#CCOCCOCCOCCNc1nc(N2CCN(C(=O)[C@H](CCCCN)n3cc(CN)nn3)CC2)nc(N2CCN(C(=O)[C@H](CCC(=O)O)n3cc([C@@H](N)[C@H](C)CC)nn3)CC2)n1	4	0	-7	-2	-4	2	0.3	-7
Cc1sc(NC(=O)CN2CCOCC2)c(C(=O)c2ccccc2)c1C	12	21	12	-7	-3	-3	1.8	-2
Cc1ccc(CNc2cccnc2)cc1	-4	-28	3	1	2	1	1.2	0
CCCCN(C)C(=O)C1CCN(c2ccc(S(=O)(=O)N3CCOCC3)cc2[N+](=O)[O-])CC1	-5	13	-12	-7	-3	0	-0.3	-7
Nc1n[nH]c2cc(=O)n(-c3ccc(Cl)cc3)nc12	-6	14	7	-8	3	-2	1.2	-1
O=C(O)/C(=C\c1ccc(-c2ccccc2[N+](=O)[O-])o1)c1ccccc1	11	2	0	9	8	0	3.9	58*
O=C(NCc1ccc2c(c1)OCO2)c1ccc(N2C(=O)C3CCCCC3C2=O)cc1 (stereo unspecified)	-1	9	-6	-6	-15	3	-0.1	-13
COC(=O)c1ccc(NC(=O)c2nc(S(=O)(=O)Cc3cccc(C)c3)ncc2Cl)cc1	-2	10	-11	4	33	-9	-4.5	-20
CCOC(=O)C/C(C)=N/NC(=O)COc1ccccc1C	-1	5	-1	-5	-4	-5	1.4	13
O=C(NCC(c1cccnc1)N1CCN(c2ccccc2F)CC1)c1ccccc1 (stereo unspecified)	-15	5	-9	-2	-8	0	-1.8	-6

6 compounds from above, limited to SENP8 inh and SENP6 block.
structure | SENP8 inh | SENP6 block
CCCCN(C)C(=O)C1CCN(c2ccc(S(=O)(=O)N3CCOCC3)cc2[N+](=O)[O-])CC1 | 13 | -7
Nc1n[nH]c2cc(=O)n(-c3ccc(Cl)cc3)nc12 | 14 | -1
O=C(O)/C(=C\c1ccc(-c2ccccc2[N+](=O)[O-])o1)c1ccccc1 | 2 | 58*
O=C(NCc1ccc2c(c1)OCO2)c1ccc(N2C(=O)C3CCCCC3C2=O)cc1 (stereo unspecified) | 9 | -13
COC(=O)c1ccc(NC(=O)c2nc(S(=O)(=O)Cc3cccc(C)c3)ncc2Cl)cc1 | 10 | -20
CCOC(=O)C/C(C)=N/NC(=O)COc1ccccc1C | 5 | 13
